Screening results deposited in PubChem by National Center for Advancing Translational Sciences (NCATS).
TrxR1 substrate: rat thioredoxin reductase 1 substrate activity | Potency, µM (titrated, usually from 114 µM), inactives show at the highest dose activity change, negative = substrate turnover | purified TrxR1 substrate turnover, NADPH consumption readout | hit rate 0.01% among 390,000 | O89049; also: potency is read from the fitted curve at half-maximal effect; % is scaled to controls: 0 for no effect and ±100 for the full control effect; nearly all actives have a fitted effect of over 50% in size
Target sequence (O89049 whole entry, looked up): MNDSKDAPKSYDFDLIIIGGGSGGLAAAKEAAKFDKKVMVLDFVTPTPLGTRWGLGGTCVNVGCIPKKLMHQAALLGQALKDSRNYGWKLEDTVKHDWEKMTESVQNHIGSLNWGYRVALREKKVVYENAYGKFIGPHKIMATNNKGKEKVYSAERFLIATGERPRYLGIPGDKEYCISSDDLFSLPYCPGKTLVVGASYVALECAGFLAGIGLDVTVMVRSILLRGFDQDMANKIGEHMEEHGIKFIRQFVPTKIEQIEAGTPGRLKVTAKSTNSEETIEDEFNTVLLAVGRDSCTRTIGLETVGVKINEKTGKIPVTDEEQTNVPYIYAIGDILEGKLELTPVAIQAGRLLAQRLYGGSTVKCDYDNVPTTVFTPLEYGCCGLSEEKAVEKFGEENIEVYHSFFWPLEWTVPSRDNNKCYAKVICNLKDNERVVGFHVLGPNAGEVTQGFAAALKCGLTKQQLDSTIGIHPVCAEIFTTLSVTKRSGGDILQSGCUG
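Rat TrxR1, dispensed at 90 nM, was prereduced with 400 uM NADPH (final) for 5 min at ~22 deg C, then incubated with compound 15 min before 400 uM selenite. A first-read NADPH fluorescence drop versus no-compound background flagged substrates.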
mIDH1 inhibitor: inhibitors of human mutant IDH1 R132H. IDH1-R132H enzyme, NADPH consumption, diaphorase/resazurin fluorescence. Potency, µM (doses to about 76.6 µM), inactives show at the highest dose activity change, negative = inhibition, hits mostly inhibitors. hit rate 0.093% among 390,000; also: potency is read from the fitted curve at half-maximal effect; % is scaled to controls: 0 for no effect and ±100 for the full control effect; nearly all actives have a fitted effect of over 65% in size
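IDH1-R132H (0.5 ug/mL dispensed) in pH 7.5 Tris buffer was preincubated 30 min with compound, then given a substrate mix of 0.016 mM NADPH and 2 mM alpha-KG for 80 min at room temperature; remaining NADPH was read by diaphorase/resazurin fluorescence.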
Glioma ERSR ind: ER stress response induction in glioma. U87-MG GRP78 promoter luciferase reporter, 16 h. Potency, µM, without a hit: at the top dose activation, actives largely listed as activators. hit rate 0.02% among 420,000. AID 602332; also: potency is read from the fitted curve at half-maximal effect; series mostly up to about 76 µM; % of control where 0% means no effect; nearly all actives have a fitted effect of over 35% in size
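ERSR induction read as luciferase luminescence (Bright-Glo, 10 min at room temperature) in stably transfected human U87-MG glioma cells exposed to compounds for 16 h, using GRP78 as sensor.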
LDHA block: blocks human lactate dehydrogenase A. P00338. purified LDHA, NADH/diaphorase-resazurin fluorescence; stronger effect = lower value. activity change, % (values are at about 110 or 230 µM). hit rate 0.15% among 480,000. AID 1347041; in the data active = activity change below about -30%; inconclusive = mostly about -25% to -30%;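 also: plate controls were DMSO wells for no effect and wells without enzyme for full effect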
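Human LDH5 (2 nM) was incubated with 0.06 mM NADH and 0.2 mM pyruvate for 5 min at room temperature in Tris pH 7.4. Remaining NADH was coupled through diaphorase/resazurin, and resorufin fluorescence was read at 0 and 20 min.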
USP1-UAF1 inh: blocks the human USP1/UAF1 deubiquitinase complex | recombinant USP1/UAF1, Ub-Rhodamine cleavage fluorescence | Potency, µM (titrated, usually from 57.1 µM), inactives show at the top dose activity change, negative = inhibition, most hits filed as inhibitors | hit rate 0.23% among 390,000 | AID 743255; also: potency is read from the fitted curve at half-maximal effect; % is scaled to controls: 0 for no effect and ±100 for the full control effect; nearly all actives have a fitted effect of over 60% in size; inactives centre near -12
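In this screen, compounds sit with the deubiquitinase complex (1nM) for 15 min at room temperature before Ub-Rho is added at 150nM final. Fluorescence rise is then followed for 6 reads every 60 seconds.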
PI4K2A inh: PI4K2A (human) kinase inhibition; AID 1346378; Q9BTU6; purified PI4K2A, ADP-Glo luminescence, 1 h; stronger effect = lower value; hit rate 0.13% among 420,000; activity change, negative = inhibition, % at 76.9 µM; in the data active = activity change below about -50%; inconclusive = mostly about -30% to -49%;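 also: -100% = wells without enzyme as full effect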
Target sequence (Q9BTU6 whole entry, looked up): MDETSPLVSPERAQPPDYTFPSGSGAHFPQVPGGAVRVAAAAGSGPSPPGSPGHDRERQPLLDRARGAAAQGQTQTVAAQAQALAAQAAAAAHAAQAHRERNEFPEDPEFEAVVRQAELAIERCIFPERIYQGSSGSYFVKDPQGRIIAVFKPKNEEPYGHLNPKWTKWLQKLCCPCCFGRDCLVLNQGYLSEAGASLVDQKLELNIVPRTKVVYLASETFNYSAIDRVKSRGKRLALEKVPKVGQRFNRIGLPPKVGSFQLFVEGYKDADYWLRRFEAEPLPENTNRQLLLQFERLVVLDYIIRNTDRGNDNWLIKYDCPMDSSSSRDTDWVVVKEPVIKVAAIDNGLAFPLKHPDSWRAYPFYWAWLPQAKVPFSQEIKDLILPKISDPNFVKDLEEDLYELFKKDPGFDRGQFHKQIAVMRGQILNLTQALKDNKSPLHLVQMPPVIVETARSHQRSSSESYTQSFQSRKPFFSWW
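Compounds are screened against recombinant PI4K2A using PI as substrate and ATP, the latter dispensed at 300 microM. Reactions run one hour at ambient temperature before ADP-Glo detection; full inhibition defined by wells lacking enzyme.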
Vif-APOBEC3F blk: blocks the Vif interaction with APOBEC3F | hit rate 0.2% among 390,000 | HeLa A3F-eYFP + Vif (tagged APOBEC3F with the HIV-1 protein that degrades it), YFP fluorescence increase | Potency, µM (top dose mostly 46.1 µM), for inactives: top-dose activity, negative = active; also: potency is read from the fitted curve at half-maximal effect; % of control where 0% means no effect; nearly all actives have a fitted effect of over 65% in size
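Fluorescence increase (Ex 488/Em 500-530) after overnight compound treatment at 37 deg C flags inhibition of Vif-driven A3F-eYFP loss in stable HeLa A3F-eYFP/Vif cells seeded overnight beforehand.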
Vif-APOBEC3G blk: Vif-A3G binding inhibition | HeLa A3G-eYFP + Vif (tagged APOBEC3G with the HIV-1 protein that degrades it), YFP fluorescence, overnight | Potency, µM (series often up to 46.1 µM), without a hit: at the top dose activity, negative = active, hits mostly inhibitors | hit rate 0.076% among 410,000 | AID 602310 | Q9HC16;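 also: potency is read from the fitted curve at half-maximal effect; % is scaled to controls: 0 for no effect and ±100 for the full control effect; nearly all actives have a fitted effect of over 60% in size; hits raise eYFP signal because A3G escapes Vif-driven loss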
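HeLa cells stably expressing Vif and C-terminally eYFP-tagged A3G, seeded overnight at 37 deg C, then exposed to compound by pintool overnight at 37 deg C. Rise in yellow fluorescence (Ex 488/Em 500-530, Acumen) marks blocked Vif-driven A3G degradation.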
RXFP1 ag: agonists of human relaxin receptor RXFP1; Q9HBX9; HEK293T-RXFP1 cAMP TR-FRET, 30 min; response scale: percent of porcine relaxin response, buffer zero; Potency, µM (top dose mostly 57.5 µM), inactives show at the top dose activation, hits mostly activators; hit rate 0.3% among 370,000; also: potency is read from the fitted curve at half-maximal effect; % is scaled to controls: 0 for no effect and ±100 for the full control effect; nearly all actives have a fitted effect of over 60% in size; many of its hits are not listed in these tables
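cAMP rise read by TR-FRET after 30 min, 37C compound exposure (up to 58 uM) in RXFP1-transfected HEK293 cells with Ro 20174 present. EC50 from Hill-equation fits, with 29 nM porcine relaxin as 100% and buffer as basal.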
Starred values were filed as active, the others as inactive; u = inconclusive; x = not tested or not shown; & = joins results of further samples; [ ] = another dose, or the depositor's remark. Unless noted, calls follow the shape of the dose curve; as a rule, active = well fitted curve in the direction sought with a large enough effect; inconclusive = small, poorly fitted or top-dose-only effect, or another doubt; inactive = no such curve, though single readings can be large; an effect the other way counts as inactive or inconclusive. The list is partial, so the mix of outcomes need not match the whole.

SMILES | TrxR1 substrate | mIDH1 inhibitor | Glioma ERSR ind | LDHA block | USP1-UAF1 inh | PI4K2A inh | Vif-APOBEC3F blk | Vif-APOBEC3G blk | RXFP1 ag
Cc1oc2c(cc(NS(=O)(=O)c3ccc(Cl)cc3)c3ccccc32)c1C(=O)OCc1ccccc1 | -3% | -2% | -1% | 5 | -26% | -3 | -19% | -8% | -1.9%
Cc1ccc(S(=O)(=O)N2CCOCC2)cc1C(=O)OCC(=O)N1CCCC1=O | 6% | -4% | -4% | -3 | -1% | 4 | -15% | 1% | x
Cc1ccc(Cl)cc1-c1cc(C(=O)N2CCc3ccccc3C2)[nH]n1 | x | x | 7% | -11 | x | -13 | x | -7% | x
COc1cccc(C(=O)c2sc(Nc3ccc(F)c(Cl)c3)nc2N)c1 | -3%[57.1 µM] | -7% | 0% | -1 | -10% | -4 | 0% | 1% | -0.4%
COc1ccc(-c2nc(SCC(=O)c3ccc(Br)cc3)n[nH]2)cc1 | 7%[11.4 µM] | 0% | -5% | -3 | -13% | 1 | -3% | -4% | 0.9%
Cc1c(C(=O)NCc2cccc(C(F)(F)F)c2)sc(=O)n1Cc1ccc(S(=O)(=O)N(C)C)cc1 | x | x | 4% | -2 | x | -4 | x | 0% | x
COc1ccc(NC(=S)N2CCc3cc(OC)c(OC)cc3C2)cc1 | 7% | -5% | 0% | -8 | -6% | -6 | 0% | 2% | -1.1%
Cc1ccc(CNC(=O)CCCCCn2c(=O)c3sccc3n(CC(=O)C(C)(C)C)c2=O)cc1 | 4% | x | x | 0 | 7% | 0 | x | x | 6.2%
O=C(O)CN1C(=O)c2ccc(Oc3ccc([N+](=O)[O-])cc3)cc2C1=O | -6% | 2% | -4% | -4 | -2% | -5 | -5% | 1% | 1.8%
O=C(Cn1c(=O)oc2cc(S(=O)(=O)N3CCc4ccccc43)ccc21)NC1CCCC1 | -2% | -6% | -5% | -6 | -26% | 0 | -1% | 3% | 0.5%
Cc1ccc(C)c(OCC(=O)Nc2c(C)n(C)n(-c3ccccc3)c2=O)c1 | -5% | 2% | -4% | -13 | -13% | -4 | 1% | -5% | 0.2%
COC(=O)c1ccc(NC(=O)CC(=O)Nc2ccc(C(=O)OC)cc2)cc1 | -3% | 0% | -2% | 1 | -20% | -5 | 4% | 3% | 2.4%

The last 2 entries of the part above come first, to join the parts.
SMILES | TrxR1 substrate | mIDH1 inhibitor | Glioma ERSR ind | LDHA block | USP1-UAF1 inh | PI4K2A inh | Vif-APOBEC3F blk | Vif-APOBEC3G blk | RXFP1 ag
Cc1ccc(C)c(OCC(=O)Nc2c(C)n(C)n(-c3ccccc3)c2=O)c1 | -5% | 2% | -4% | -13 | -13% | -4 | 1% | -5% | 0.2%
COC(=O)c1ccc(NC(=O)CC(=O)Nc2ccc(C(=O)OC)cc2)cc1 | -3% | 0% | -2% | 1 | -20% | -5 | 4% | 3% | 2.4%
Cc1cc(SCC(=O)Nc2ccc(F)cc2F)nc(=O)[nH]1 | -4%[57.1 µM] | 2% | -3% | 0 | -6% | -2 | u | 1% | -1.4%
CC(=O)Nc1cccc(C(=O)Nc2ccccc2N2CCOCC2)c1 | -2% | 10% | -3% | 1 | -4% | 2 | 1% | u | -0.6%
Cn1c(N/N=C/c2cccs2)nc2c1c(=O)n(Cc1ccccc1)c(=O)n2C | 31% | 0% | -4% | -4 | -8% | -3 | -2% | -2% | 0.5%
CC(C)(C)c1ccc(C(O)c2ncc(-c3ccc4ccccc4c3)[nH]2)cc1 (centres undefined) | x | x | 6% | -12 | x | 4 | x | -8% | x
NC(=O)COC(=O)c1ccc2c(c1)S(=O)(=O)N=C1CCCCCN12 | -2% | -2% | -3% | -6 | -15% | 1 | 3% | 2% | 1.2%
Cc1c(C(=O)N2CCc3ccccc32)oc2ccccc12 | -1% | 5% | -1% | 2 | -16% | -7 | 1% | -20% | 6.1%
Cc1nnc(N2CCC(C(=O)N3CCCCC3)CC2)c2nn(-c3ccc(Cl)cc3)c(C)c12 | -7%&10% | -8%&0% | -3%&-1% | -5&-3 | -7%&-25% | 0&3 | -1%&2% | -2%&0% | 4.0%&4.2%
O=C1c2ccccc2S(=O)(=O)N1Cc1nc2ccccc2s1 | -1% | 1% | -14% | -5 | -23% | 0 | 3% | 4% | -1.1%
CCCn1c(SCC(=O)c2cc(C)n(-c3ccc4c(c3)OCO4)c2C)n[nH]c1=O | -9% | 18% | 1% | 9 | -17% | -2 | 2% | 1% | 0.0%
Cc1cc2oc(C(=O)NCc3ccccc3)cc(=O)c2cc1C | 1% | 5% | 0% | -6&0 | -10% | 1 | 10% | 1% | 0.2%
CN(C)c1cccc(C(=O)NN2C(=O)NC3(CCCCC3)C2=O)c1 | -7% | 5% | 6% | 2 | -16% | 6 | -2% | -2% | 1.3%
COc1ccccc1-n1c(SCC(=O)Nc2ccc3c(c2)OCO3)nc2c(c1=O)SCC2 | -6% | 3% | -5% | -9 | -17% | -3 | -7% | 1% | 3.0%

Quoted from the listing.
Vif-APOBEC3G blk, CC(C)(C)c1ccc(C(O)c2ncc(-c3ccc4ccccc4c3)[nH]2)cc1 (centres undefined) is entered as -8%
PI4K2A inh, CC(=O)Nc1cccc(C(=O)Nc2ccccc2N2CCOCC2)c1 is entered as 2

4 compounds from above, limited to PI4K2A inh, USP1-UAF1 inh and mIDH1 inhibitor:
SMILES	PI4K2A inh	USP1-UAF1 inh	mIDH1 inhibitor
Cc1cc(SCC(=O)Nc2ccc(F)cc2F)nc(=O)[nH]1	-2	-6%	2%
CC(=O)Nc1cccc(C(=O)Nc2ccccc2N2CCOCC2)c1	2	-4%	10%
Cn1c(N/N=C/c2cccs2)nc2c1c(=O)n(Cc1ccccc1)c(=O)n2C	-3	-8%	0%
CC(C)(C)c1ccc(C(O)c2ncc(-c3ccc4ccccc4c3)[nH]2)cc1 (centres undefined)	4	x	x

Additional structures.
SMILES | TrxR1 substrate | mIDH1 inhibitor | Glioma ERSR ind | LDHA block | USP1-UAF1 inh | PI4K2A inh | Vif-APOBEC3F blk | Vif-APOBEC3G blk | RXFP1 ag
c1ccc(-c2csc3ncnc(NCc4ccccn4)c23)cc1 | 9% | -1% | -9% | -12 | -19% | -1 | 0% | 0% | 3.0%
COc1ccc2ccc(OCC(=O)Nc3cc(C)on3)cc2c1 | 3% | 0% | 0% | -5 | -12% | -2 | -4% | 0% | 23%
O=C(COC(=O)CCN1C(=O)C2CC=CCC2C1=O)Nc1ccc([N+](=O)[O-])cc1 (centres undefined) | -2% | 10% | 1% | 1 | -16% | -5 | -2% | 1% | x
O=C(/C=C/c1ccc(Cl)c(Cl)c1)NC1=NCCS1 | 3%[57.1 µM] | 5% | 1% | -3 | -8% | 1 | 7% | -2% | 2.7%
CCOc1ccc(/C=N/NC(=O)c2ccc(Cn3cc(Br)cn3)o2)cc1 | -19%[57.1 µM] | 3% | 1% | -2 | -18% | 0 | 3% | -3% | 2.1%
O=C(COC(=O)c1cccnc1Cl)Nc1ccc(N2CCCCC2)cc1 | -13% | -4% | 5% | -11 | -19% | 8 | -3% | 2% | -0.1%
CC(C)c1ccc(C(=O)NN2C(=O)C3CCCCC3C2=O)cc1 (centres undefined) | -2% | 0% | -6% | -8 | 1% | -3 | -23% | 2% | -0.5%
CC(=O)N/C(=C\c1ccccc1)C(=O)OCc1ccccc1 | 1% | -1% | 3% | -9 | -25% | -1 | 0% | -1% | -1.9%
Cc1ccc(C)c(N2CCN(c3cc(C)nc4c(-c5ccc(Cl)cc5)c(C)nn34)CC2)c1 | 1% | x | x | 4 | -14% | 7 | x | x | -1.7%
CCc1ccc(NC(=O)c2sc3nc(C)c(Cl)c(C)c3c2NC(=O)c2ccccc2OC)cc1 | 2% | -5% | 0% | -6 | -13% | 8 | 8% | -2% | u
CC1(C(=O)NS(=O)(=O)C2CC2)CCCN(C(=O)c2ccc(C(F)(F)F)cc2)C1 (centres undefined) | x | x | -6% | -6 | x | -3 | x | 2% | x
CC1Cc2ccccc2N1C(=O)CSc1nncn1C (centres undefined) | -8% | 20% | -2% | -6 | -10% | -5 | -3% | 0% | -2.1%
CCC(C)NC(=O)Cn1cnc2sc(C)c(S(=O)(=O)N3CCN(c4ccccc4OC)CC3)c2c1=O (centres undefined) | -9% | -1%&8% | -1%&-2% | -1&0 | 0%&-11% | -7&6 | -10%&1% | -4%&-4% | 1.9%&2.9%
O=C(CSc1nc(-c2ccc(F)cc2)[nH]c1-c1ccc(F)cc1)Nc1ccc2c(c1)OCO2 | 2% | 18% | -5% | -1 | -20% | -3 | -9% | -18% | 2.1%
CCOC(=O)c1c(C)[nH]c(C)c1S(=O)(=O)N(C)CC(=O)Nc1ccccc1F | 5% | 6% | -3% | 0 | -15% | -3 | -9% | 0% | 1.2%
CC(C)OC(=O)CSc1nnc(Cc2ccccc2)n1Cc1ccco1 | 8% | 8% | -6% | -1 | -16% | -2 | 1% | -1% | -0.8%
O=C(COc1ccccc1Cl)NC(=S)Nc1ccccc1N1CCCC1 | 0% | -7% | -3% | 0 | u | -3 | -2% | -1% | -0.8%
Cc1ccc2oc(=O)n(Cc3ccccc3OC(C)C)c2c1 | -2% | 2% | -2% | 12 | -19% | 3 | 0% | -1% | 1.2%
COc1cc(C(=O)NCC(c2ccc(F)cc2)N2CCOCC2)ccc1OCc1ccccc1Cl (centres undefined) | -3% | -12% | -4% | -3 | -22% | 1 | -3% | -1% | 0.1%
